Screening results: PubChem BioAssay, Sanford-Burnham Center for Chemical Genomics
CCR6 antagonist = blocks CCL20-driven beta-arrestin recruitment at human CCR6. P51684. CHO-K1 CCR6 PathHunter beta-arrestin, luminescence, CCL20-stimulated. inhibition, % at 20 µM. 0.49% of 340,000 active;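 active = compounds whose inhibition of the agonist-driven luminescence signal at 20 µM reaches about 50%, limit read from the data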;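 note: cells stimulated with CCL20 at 14 nM final; plate controls were DMSO with CCL20 for no effect and DMSO without agonist for full effect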
Target sequence (P51684 whole entry, looked up): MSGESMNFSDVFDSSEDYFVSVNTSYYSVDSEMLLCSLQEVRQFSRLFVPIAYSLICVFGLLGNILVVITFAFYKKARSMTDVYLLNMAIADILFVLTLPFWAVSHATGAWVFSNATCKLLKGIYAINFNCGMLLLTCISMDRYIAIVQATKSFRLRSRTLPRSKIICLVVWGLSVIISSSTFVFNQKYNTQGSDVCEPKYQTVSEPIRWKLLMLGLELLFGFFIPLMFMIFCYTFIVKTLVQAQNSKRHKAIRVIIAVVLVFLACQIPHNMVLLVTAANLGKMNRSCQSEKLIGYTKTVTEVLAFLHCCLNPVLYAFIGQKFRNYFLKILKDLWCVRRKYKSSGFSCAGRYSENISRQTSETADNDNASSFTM
MPTP block = permeability transition pore inhibition | 1.4% of 360,000 active | inhibition, % at 10 µM | isolated mouse mitochondria, Ca2+ swelling absorbance, 30 min;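 active = inhibition of 50% or more, scaled per plate between neutral and stimulator controls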;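 note: 0% = DMSO wells given calcium and 100% = 1 mM EGTA wells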
CXCR6 block = inhibitors of human CXCR6 receptor; O00574; CHO-K1 PathHunter CXCR6 beta-arrestin, luminescence; inhibition, % at 20 µM; 0.36% of 360,000 active; AID 602244; in the data active = inhibition above about 34%, passing the limit was not always enough;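 note: antagonist mode with CXCL16 agonist at 10 nM final; 0% = 10 nM CXCL16 with DMSO and 100% = unstimulated wells without agonist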
Target sequence (O00574 whole entry, looked up): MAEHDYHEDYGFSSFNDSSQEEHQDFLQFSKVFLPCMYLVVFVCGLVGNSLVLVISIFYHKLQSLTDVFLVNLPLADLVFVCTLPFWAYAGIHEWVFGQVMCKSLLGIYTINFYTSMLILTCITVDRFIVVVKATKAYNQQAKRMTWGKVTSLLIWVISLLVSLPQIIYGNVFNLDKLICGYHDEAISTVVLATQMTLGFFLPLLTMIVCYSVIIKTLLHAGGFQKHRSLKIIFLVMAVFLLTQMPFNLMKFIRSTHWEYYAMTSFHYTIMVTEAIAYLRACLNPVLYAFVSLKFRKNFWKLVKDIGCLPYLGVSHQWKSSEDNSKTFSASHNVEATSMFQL
A3A deaminase = human APOBEC3A DNA deaminase inhibition | recombinant A3A, FAM/TAMRA ssDNA deamination fluorescence | 0.41% of 330,000 active | inhibition, % at 20 µM;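 active = at least 40% inhibition at 20 µM here, with at most 30% in a related deaminase screen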;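 note: plate controls were A3A with DMSO for no effect and wells lacking A3A enzyme for full effect; some results filed as inactive read as strong as hits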
Target sequence (P31941 whole entry, looked up): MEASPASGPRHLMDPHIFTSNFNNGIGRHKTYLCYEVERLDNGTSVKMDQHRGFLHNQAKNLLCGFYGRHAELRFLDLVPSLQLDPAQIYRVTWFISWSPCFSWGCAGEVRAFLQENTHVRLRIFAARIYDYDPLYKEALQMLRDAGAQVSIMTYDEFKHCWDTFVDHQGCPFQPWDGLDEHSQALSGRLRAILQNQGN
Gli-Sufu block = antagonists of Gli-Sufu signaling; Sufu-KO-LIGHT fibroblasts, Gli luciferase reporter luminescence; 0.74% of 340,000 active; inhibition, % at 5 µM;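 active = inhibition above about 55%, limit read from the data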;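 note: 0% = DMSO-treated cells and 100% = wells with medium but no cells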
GRIN3A LBD mod = modulates the human NR3A ligand-binding domain. NR3A LBD differential scanning fluorimetry, Tm shift; 0% = protein alone, 100% = glycine-bound protein. Tm shift relative to glycine control, % at 25 µM. 2.5% of 340,000 active. AID 1259313;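 active = melting temperature shift of at least 10% of the positive control shift, at one fixed dose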
APOBEC3G inh = APOBEC3G (human) deaminase inhibition. recombinant A3G, ssDNA deamination FAM/TAMRA fluorescence. inhibition, % at 20 µM. 0.28% of 330,000 active;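 active = inhibition of at least 40% at 20 µM, with no more than 30% in the related APOBEC3A deaminase screen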;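 note: plate controls were DMSO wells with A3G for no effect and wells lacking A3G enzyme for full effect; some compounds called inactive have numbers as strong as hits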
EBI2 antag = blocks human EBI2 receptor beta-arrestin signaling; EBI2 beta-arrestin recruitment, luminescence, 7a,25-OHC stimulated; AID 651636; 0.81% of 360,000 active; inhibition, % at 5 µM; in the data active = inhibition above about 38%;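 note: enzyme fragment complementation signal reports receptor beta-arrestin coupling in cells; 0% = agonist plus DMSO wells and 100% = wells without agonist; some results beyond the cut were filed as inactive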
* marks the source's active call; other numbers are inactive results; . = not tested or not shown.

SMILES	CCR6 antagonist	MPTP block	CXCR6 block	A3A deaminase	Gli-Sufu block	GRIN3A LBD mod	APOBEC3G inh	EBI2 antag
CCCCCn1c(=O)[nH]c2cc(C(=O)N3CCN(c4ccccc4F)CC3)ccc2c1=O	8	0.6	-8	8	-14	-6	16	-6
CC(C)=C1C2CCC1C1C(=O)N(c3ccc(C)c(C)c3)C(=O)C21 (centres undefined)	15	-0.6	0	1	-4	-5	-8	-6
COc1ccc(-c2occ(C(=O)O)c2C(=O)O)cc1	6	1.5	-2	-3	-15	1	-8	6
O=C(O)c1cc(S(=O)(=O)Nc2cccc3ccccc23)c(Cl)cc1Cl	3	-4.8	-6	0	-3	-4	-3	-6
Cc1ccc(SCCNC(=O)/C=C/c2ccc([N+](=O)[O-])cc2)cc1	13	44	-4	-3	-10	2	-7	-11
Cc1ccc2ccccc2c1NC(=O)c1ccco1	0	1.0	-1	-1	-2	1	-4	-4
Cc1ccc(S(=O)(=O)N2CCN(C(=O)COC(=O)COc3ccc(Cl)cc3C)CC2)c(C)c1	-5	-1.4	1	.	3	-6	.	-5
CN=C1SC(CC(=O)Nc2cccc(C(F)(F)F)c2)C(=O)N1C (centres undefined)	3	-0.2	1	-6	4	-1	-7	-23
O=C(Nn1c(C2CCCCC2)nc2ccccc2c1=O)c1ccc([N+](=O)[O-])cc1Cl	-7	7.3	-14	-4	-18	1	-4	-18
Cn1cc(CCC(=O)N2CCCC(CCC(=O)NCc3ccc(F)c(F)c3)C2)cn1 (centres undefined)	0	-2.8	3	-4	-2	-3	-2	-4
O=C(c1cc([N+](=O)[O-])ccc1Cl)N1c2ccccc2Sc2ccccc21	12	1.7	-8	-1	16	7	0	21
O=C(Nc1ccc2c(c1)OCO2)C(c1ccccc1)N1CCC2(CC1)OCCO2 (centres undefined)	8	-0.5	-5	0	0	1	-1	1
CSc1ncnc2c1ccn2CC(=O)Nc1ccc(C)c(C)c1	7	0.0	6	8	3	-2	-9	-30
COCCn1c(SCC(=O)Nc2nnc(C)s2)nnc1-c1ccco1	4	-1.5	-1	-3	-3	0	-3	-12
CN(C)CCN1C(=O)c2ccccc2C1=O	-1	-0.9	-3	1	-6	0	-10	-2
Cc1nc(CCNC(=O)CC2C(=O)NCCN2Cc2ccc(F)cc2)sc1C (centres undefined)	7	0.1	2	-4	3	0	-5	4
O=C(O)C(c1ccccc1)c1ccccc1	9	-1.2	-2	-1	1	1	-5	-6
CSCCCNC(=S)Nc1ccc(N2CCOCC2)cc1	5	5.2	9	4	-6	1	3	6
CS(=O)(=O)/C(C#N)=C/c1c(-c2ccccc2)nc2n1CCS2	9	1.3	9	-1	1	-2	-7	8
C=CC[C@@H](CC(=O)N[C@H](CO)Cc1ccccc1)C(=O)N[C@H](COC(=O)[C@@H](CC=C)Cc1ccc(F)cc1)Cc1ccccc1	-5	-1.1	-2	2	4	-6	-7	20

3 entries drawn at random from the list so far, as already listed:
SMILES	CCR6 antagonist	MPTP block	CXCR6 block	A3A deaminase	Gli-Sufu block	GRIN3A LBD mod	APOBEC3G inh	EBI2 antag
CS(=O)(=O)/C(C#N)=C/c1c(-c2ccccc2)nc2n1CCS2	9	1.3	9	-1	1	-2	-7	8
Cc1ccc(S(=O)(=O)N2CCN(C(=O)COC(=O)COc3ccc(Cl)cc3C)CC2)c(C)c1	-5	-1.4	1	.	3	-6	.	-5
O=C(O)C(c1ccccc1)c1ccccc1	9	-1.2	-2	-1	1	1	-5	-6

New compounds follow.
SMILES	CCR6 antagonist	MPTP block	CXCR6 block	A3A deaminase	Gli-Sufu block	GRIN3A LBD mod	APOBEC3G inh	EBI2 antag
CC(C)c1ccc(OCC(=O)N(Cc2ccco2)C2CCS(=O)(=O)C2)cc1 (centres undefined)	13	-0.1	5	-6	-3	1	-7	-8
Cc1ccc(C(C)C)c(OCC(=O)N2CCOCC2)c1	4	-0.3	9	3	-10	0	3	-3
CCN(CC)CCNc1ncnc2c1sc1nc(N3CCOCC3)c3c(c12)CC(C)(C)SC3	-2	-7.5	-10	2	9	-1	-2	2
CCN(CC(=O)Nc1cc(Cl)ccc1OC)CC(=O)NC1CCS(=O)(=O)C1 (centres undefined)	-9	1.8	0	0	-4	0	-3	-9
CCc1cccc(NS(=O)(=O)c2cccc3cccnc23)c1	7	0.3	-9	-4	4	-1	-8	12
COc1cc(/C=C/C(=O)NC(C)(C)C)ccc1OCc1ccccc1	4	0.0	-14	3	-3	-1	-6	2
N#CC1(NC(=O)COC(=O)CSc2ccc(F)cc2)CCCCC1	12	-0.5	0	0	3	1	-4	-3
COc1ccccc1CN(C)CC(=O)Nc1cccc(S(=O)(=O)N2CCCCC2)c1	10	0.5	-5	-1	37	1	-11	-2
COc1ccc(NC(=O)CCN2CCCCCC2)cc1	-10	-0.8	0	0	-11	1	1	-3
COc1ccc(NC(=O)C2CC(=O)N(c3ccccc3C)C2)c(OC)c1 (centres undefined)	7	-0.4	1	2	6	-1	-7	-10
Cn1nnnc1SCc1nnc(-c2ccc(F)cc2)o1	-5	-5.7	1	-3	-11	0	-4	-15
COc1cc(C(=O)c2ccccc2Cl)c([N+](=O)[O-])cc1OC	-11	-0.3	-9	0	7	1	-8	-2
CCn1c2ccccc2c2cc(NC(=O)C3CCN(S(=O)(=O)c4cccs4)CC3)ccc21	9	1.4	5	-5	24	1	-4	11
CC(=O)c1cn(CC(=O)Nc2ccccc2C(F)(F)F)c2ccccc12	-6	0.6	-5	-1	12	-1	-5	0
O=C(COC(=O)c1ccccc1SCC(=O)N1CCCC1)NC1CCS(=O)(=O)C1 (centres undefined)	0	-1.1	-3	-1	-13	0	-12	-2
COc1cccc(/C=N/NC(=O)CSc2nnc(C)n2-c2ccccc2)c1O	-6	-2.4	-5	-5	1	-2	-3	6
Cc1cccc(NC(=S)NC(=O)C2CC2)c1	.	-0.9	1	-1	.	.	7	3
CCOc1ccc(C(=O)/C=C/Nc2ccc(S(=O)(=O)N=C(N)N)cc2)cc1	0	1.5	6	3	-12	0	0	-6
CCCN=C1N(C)C[C@@H]2[C@@H]3C(=O)N(C)C(=O)[C@@H]3[C@](CC)(C(=O)OC)N12	19	6.7	13	4	3	0	4	-6
CCCCNS(=O)(=O)C1CCS(=O)(=O)C1 (centres undefined)	-7	-0.9	6	-1	3	-2	-2	1
O=C1O/C(=C/c2ccccc2)c2ccccc21	16	0.9	12	-3	-16	-28	-3	-1
O=C(COC(=O)c1ccccc1)NCc1ccco1	-9	-3.0	3	30	-14	1	10	5
Cn1cccc1C(NC(=O)c1ccccc1)C(Cl)(Cl)Cl (centres undefined)	9	-0.5	-2	0	-4	-1	-4	8
Cc1ccc(C(=O)N(Cc2cccnc2)Cc2cc3cc(C)ccc3n3nnnc23)cc1	4	-0.4	-2	3	12	-2	1	8
CCN(CC)c1ccc(N=Cc2ccc([N+](=O)[O-])o2)cc1	-16	8.2	4	3	-21	-3	6	-14
COc1ccc(C(=O)NCCc2nnc3ccc(SCC(=O)Nc4ccccc4)nn23)cc1	-1	-0.1	-4	-1	-1	-2	-6	-9
Nc1nonc1-c1noc(CCCCCN2C(=O)c3ccccc3C2=O)n1	6	-0.9	-3	2	-8	3	1	0
O=C(Cc1cccc(NC(=O)C2CCN(C(=O)C3CCCCC3)CC2)c1)Nc1cccc(C(=O)N2CCCC2)c1	0	-2.1	8	0	4	-1	-3	-1
CCNc1nc2c(c(=O)[nH]c(=O)n2C)n1CCCc1ccccc1	4	-0.6	6	-8	5	2	-13	-11
Cc1ccc(NC(=O)CCNC(=O)c2ccc(Cl)cc2)cc1C	9	0.9	3	-5	3	0	-8	15
O=c1c2ccccc2cnn1-c1ccc(Br)cc1	25	3.7	2	1	-2	8	-3	-3
Cn1c(N)c(C(=O)COC(=O)/C=C/c2ccccc2)c(=O)n(C)c1=O	0	-1.2	-2	-3	-2	0	-7	1
COc1ccc2ccccc2c1/C=N/n1cnnc1	3	0.4	-1	2	-1	-1	-5	-7
COC(=O)Cc1ccc(N(Cc2ccccc2F)S(=O)(=O)c2ccc(C)cc2)cc1	19	11	7	1	5	1	-8	13
COc1ccccc1NNC(=O)c1cc(C(C)(C)C)nn1Cc1ccccc1	18	2.6	10	-3	-18	1	-3	11
COC(=O)c1cnc(Nc2ccc(Cl)cc2)c([N+](=O)[O-])c1	3	1.2	-6	4	12	1	0	8
CCCCn1c(NC(C)CC)nc2c1c(=O)[nH]c(=O)n2C (centres undefined)	1	-13	-2	-3	-2	5	-4	-4
COc1ccc(C(=O)N2CCC(C(=O)NC3CC3)CC2)cc1	7	-0.2	-4	2	-7	-2	-6	-4
Cn1nnc2cc(C(=O)N3CCN(c4ccccc4)CC3)ccc21	-1	-1.4	-1	-3	-11	-5	-8	-10
Cc1ccc(C)c(NC(=S)NC(NC(=O)Cc2ccccc2)C(Cl)(Cl)Cl)c1 (centres undefined)	6	1.2	-10	-1	-18	20*	-4	7
COc1ccccc1OS(=O)(=O)c1ccc(NC(C)=O)cc1	0	0.8	-4	0	1	6	-5	1
CCn1c(SCC(=O)c2ccccc2)nc2c(c1=O)SC(C)C2 (centres undefined)	0	1.3	-2	-7	6	-20	-7	-20
COc1ccccc1C(=O)N/N=C/c1c[nH]c2ccccc12	0	0.3	3	-6	-1	14*	-10	5
O=[N+]([O-])c1cccc(C(=NCc2ccccc2)NO)c1	13	1.0	0	0	-6	0	-3	-17
Cn1c(=O)c2sccc2n2c(CCCC(=O)N3CCN(c4ccccn4)CC3)nnc12	6	-1.5	-2	-6	2	-3	-8	0
COc1ccccc1N1CCN(C(=O)c2cn(C)c3ccc(S(=O)(=O)N4CCOCC4)cc3c2=O)CC1	8	-1.8	3	-4	-1	1	-7	-3
O=C(O)c1sc2cc(C(F)(F)F)cnc2c1-c1cccs1	11	-2.0	-9	-3	-3	4	-7	-19
COc1ccc(CCNC(=O)CCC(=O)N2CCOc3ccc(C)cc32)cc1OC	6	-1.7	-5	-6	4	-2	-9	-5
COc1cc([N+](=O)[O-])cc(/C=N/NC(=O)Cn2nc(C)cc2C)c1O	40	-0.2	22	14	1	2	-2	0
COc1ccc(-c2cc(C(=O)N3CCN(c4ccc(F)cc4)CC3)no2)cc1OC	10	0.9	3	-3	-10	-1	-7	9
CCSc1nnc(NC(=O)C(C)C)s1	0	-1.1	-1	1	-3	0	-8	4
CCOC(=O)c1[nH]ncc1CN1CCC(Cc2ccccc2)(C(=O)OCC)CC1	11	3.4	2	0	2	1	-3	4
O=C(Nc1ccc(F)c(Cl)c1)C1CCN(c2ncnc3c2nc2n3CCCCC2)CC1	7	-0.4	-13	2	-3	-4	0	18
CCOCCCN1C(=O)CN(C2CCC(C)CC2)C(=O)C1c1ccc(C)cc1 (centres undefined)	19	2.5	9	0	6	-2	-8	2
COc1ccc(Nc2oc(COc3cccc(C)c3)nc2C#N)cc1	26	0.5	-9	0	-50	-9	-2	17
C/C(=C/C#N)Nc1ccc(C)cc1	-4	-0.5	1	4	-15	1	-4	-9
COc1ccc(-n2cc(CN3CCC(OC)CC3)c(-c3cccc(F)c3)n2)cc1	4	-2.1	8	-2	-6	0	-6	-12
Cc1cc(SCC(=O)OCC(=O)N(CCC#N)c2ccccc2)nc2ccccc12	15	-3.8	1	-3	0	0	-7	-6
CC1C2NC(=O)N(Cc3ccccc3)C1(C)Oc1ccccc12 (centres undefined)	6	1.7	1	0	7	0	-2	-2
CSCC[C@H](NS(=O)(=O)c1ccc(C)cc1)C(=O)N1CCC(C(=O)N[C@@H](C)C(=O)O)CC1	-2	-2.0	2	-1	-2	-6	-5	-8
CC(=O)Nc1ccc(C(=O)NCC(c2ccco2)N(C)C)cc1 (centres undefined)	-4	-0.5	-1	2	-1	-2	-7	5

Sorted by the number under A3A deaminase (highest first): 3 from the list above
canonical_smiles	CCR6 antagonist	MPTP block	CXCR6 block	A3A deaminase	GRIN3A LBD mod	APOBEC3G inh	EBI2 antag
CCSc1nnc(NC(=O)C(C)C)s1	0	-1.1	-1	1	0	-8	4
CSCC[C@H](NS(=O)(=O)c1ccc(C)cc1)C(=O)N1CCC(C(=O)N[C@@H](C)C(=O)O)CC1	-2	-2.0	2	-1	-6	-5	-8
O=C(O)c1sc2cc(C(F)(F)F)cnc2c1-c1cccs1	11	-2.0	-9	-3	4	-7	-19

Random draw from the library, and some 5.8% of all compounds hit somewhere here.
